Source: PubChem
ABHD5 PLIN5 PPI: inhibitors of human ABHD5-perilipin-5 interaction. Q00G26+Q8WTS1. Split G. princeps luciferase complementation, luminescence, 4 h. inhibition, % at 4 µM. actives 0.78% (n = 360,000);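 active means inhibition above the mean inhibition across every tested compound plus 3 SD, cut at about 22% in these data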;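 further: 0% = DMSO only wells and the 100% control is not disclosed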
Target sequence (Q00G26 whole entry, looked up): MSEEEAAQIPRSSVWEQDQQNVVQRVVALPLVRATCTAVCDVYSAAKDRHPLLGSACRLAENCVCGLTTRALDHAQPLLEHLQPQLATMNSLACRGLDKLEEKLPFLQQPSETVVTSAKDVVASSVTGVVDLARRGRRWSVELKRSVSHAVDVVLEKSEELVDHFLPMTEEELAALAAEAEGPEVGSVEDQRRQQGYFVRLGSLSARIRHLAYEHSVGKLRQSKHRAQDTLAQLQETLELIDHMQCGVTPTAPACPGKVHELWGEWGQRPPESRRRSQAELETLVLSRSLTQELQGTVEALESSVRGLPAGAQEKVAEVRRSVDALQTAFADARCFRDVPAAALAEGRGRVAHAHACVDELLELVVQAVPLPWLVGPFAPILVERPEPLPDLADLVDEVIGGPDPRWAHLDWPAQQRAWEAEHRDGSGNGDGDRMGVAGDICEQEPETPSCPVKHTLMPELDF
Target sequence (Q8WTS1 whole entry, looked up): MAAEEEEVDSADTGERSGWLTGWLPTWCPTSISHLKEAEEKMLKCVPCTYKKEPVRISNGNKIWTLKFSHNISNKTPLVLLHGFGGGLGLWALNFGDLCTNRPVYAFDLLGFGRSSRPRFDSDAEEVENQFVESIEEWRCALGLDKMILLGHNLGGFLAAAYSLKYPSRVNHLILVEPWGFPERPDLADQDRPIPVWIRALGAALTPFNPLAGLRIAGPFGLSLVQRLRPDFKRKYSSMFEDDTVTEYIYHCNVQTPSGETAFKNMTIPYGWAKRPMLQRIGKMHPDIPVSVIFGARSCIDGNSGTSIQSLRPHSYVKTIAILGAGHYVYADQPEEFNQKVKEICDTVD
hiPSC survival: enhancers of human iPSC single-cell survival; hiPSC single-cell survival, ATPlite luminescence; 100% = ROCK inhibitor wells, 0% = DMSO; survival enhancement, % at 20 µM; actives 0.044% (n = 360,000); AID 602274; in the data active means survival enhancement above about 18%;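 further: cells exposed to compounds for 16 hours before the ATP read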
MC4R antagonist: human MC4R antagonism in cAMP assay; inhibition, % at 6.5 µM; actives 0.48% (n = 360,000); MC4R-expressing cells, MTII-stimulated cAMP, LANCE TR-FRET; P32245;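 active means inhibition above its plate's cutoff, the mean of tested wells on that plate plus 3 SD, cut at about 29% in these data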;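 further: 0% = Melanotan II alone and 100% = Melanotan II plus saturating MCL0020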
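Material: U2OS-MC4R stable cell line | Reagent: Melanotan II challenge after compound preincubation | Doses: One concentration, 6.5 µM nominal | Incubation: 30-min compound preincubation, 1-h Melanotan II challenge, 1-h detection, room temperature | Signal: TR-FRET cAMP assay | Replicates: One well per compound, no replicates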
Cardio protect: myocardial damage modulation in H9c2 cells; H9c2 cardiomyocytes, H2O2 injury protection, ATPLite, 2 h; protection from H2O2 cell death, % at 20 µM; actives 0.63% (n = 360,000); AID 588492;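 active means compounds giving at least 50% protection of heart cells from peroxide-induced death in the single-dose screen, raw or plate-pattern-corrected value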;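 further: 0% = DMSO wells with peroxide and 100% = DMSO wells without peroxide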
Glyco luc inh: N-linked glycosylation inhibition. D54 ERlucT glycosylation luciferase reporter, 24 h; percent of 100 nM tunicamycin response. reporter increase, % at 12.5 µM. AID 588692. actives 0.23% (n = 360,000);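 active means mean luciferase reporter signal, scaled so untreated is 0 and the glycosylation-blocking control 100, at or above a set limit in every replicate; inconclusive means mean reaches the limit but not every replicate does; inactive means mean below the limit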;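 further: luciferase carries N-glycosylation sites so blocking glycosylation raises the light; 0% = median of neutral control wells and 100% = median of 100 nM tunicamycin wells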
MC4R barr agon: human MC4R agonism via beta-arrestin; U2OS MC4R beta-arrestin complementation, luminescence; percent of melanotan II response, DMSO zero; actives 0.98% (n = 360,000); AID 540308; activation, % at 8.9 µM; P32245;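 active means activation above a per-plate cutoff, the mean activation of sample wells on that plate plus 3 SD, cut at about 8% in these data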
aDG glyco act: increases alpha dystroglycan glycosylation; actives 0.22% (n = 360,000); activation, % at 10 µM; Pro5-aDG cells, alpha-DG glycosylation AlphaScreen (IIH6); 0% Pro5, 100% B10-LARGE cell signal;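 active means activation of at least 8% versus controls, or a plate z-score of at least 8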;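 further: Pro5 are CHO cells carrying HIG-tagged alpha-DG that lacks glycosylation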
m5-HT2A agonist: activates the mouse 5-HT2A serotonin receptor; P35363; CHO-K1 mHTR2A beta-arrestin complementation, luminescence; percent of 30 µM serotonin response; activation, % at 7.6 µM; actives 0.66% (n = 360,000);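 active means activation above a run cutoff, the mean activation of all tested compounds plus 3 SD, cut at about 14% in these data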;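 further: 0% = plate median of compound wells and 100% = 30 µM serotonin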
ABCB6 inh MLPCN: blocks the human ABCB6 transporter; K562-ABCB6 porphyrin accumulation, flow cytometry, 1 h; stronger effect = lower value; fluorescence ratio to DMSO, % at 10 µM; actives 0.19% (n = 360,000); AID 602162;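 active means fluorescence ratio to DMSO below 75%, the collection mean minus 3 SD; inconclusive means too few cells collected in the well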;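 further: signal is porphyrin accumulated inside mitochondria; 100% equals median channel fluorescence of DMSO control wells; lower ratio means ABCB6 inhibition with less porphyrin fluorescence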
Granule exo inh: lytic granule exocytosis inhibition. TALL-104 LAMP-1 surface exposure, flow cytometry; cells stimulated with thapsigargin and PMA. inhibition, % at 10 µM. actives 0.66% (n = 360,000);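 active means inhibition above about 55%, limit read from the data; inconclusive means no clear call, values can overlap the other calls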
The depositor's hits bear a star; ? = inconclusive; nt = not tested or not shown.

SMILES	ABHD5 PLIN5 PPI	hiPSC survival	MC4R antagonist	Cardio protect	Glyco luc inh	MC4R barr agon	aDG glyco act	m5-HT2A agonist	ABCB6 inh MLPCN	Granule exo inh
O=C(CSc1ncc(-c2ccccc2)[nH]1)Nc1ccccc1F	0	-0.1	12	-4	-1	0.7	-0.1	-1	94	7
O=C(N/N=C/c1cc(Br)c(O)c(Br)c1)C1CC1	-1	0.6	8	1	1	0.2	0.1	0	99	-4
Cc1cc(=O)[nH]c(SCC(=O)NC(C)C2CC3CCC2C3)c1C#N (stereo not drawn)	-2	-0.5	11	-7	-3	-1.0	0.3	4	101	2
CCOc1cc(/C=C(/NC(C)=O)C(=O)O)cc(Cl)c1OCc1cccc(Br)c1	-2	1.0	10	7	1	-1.3	0.0	-1	93	-3
CCc1nnc(NC(=O)C2CC(=O)N(c3ccc(C)cc3)C2)s1 (stereo not drawn)	8	-1.0	-7	-1	-1	2.0	0.1	3	81	-7
COc1ccccc1C(=O)Nc1ccc2c(c1)nc1n2CCN(C2CCCCC2)C1	4	0.4	1	6	-3	-2.4	0.6	0	104	-1
CN(C)S(=O)(=O)N1CCN(CC(=O)Nc2cc(Cl)ccc2Cl)CC1	-1	-0.7	16	8	1	-1.0	0.1	-3	98	-5
Cc1nc2sc(C(=O)OC(C)C)c(N)c2c(C)c1C	-2	-0.6	-2	2	1	0.1	0.4	-1	98	-3
CCN(CC)S(=O)(=O)c1cccc(C(=O)NC(Cc2c[nH]c3ccccc23)c2nnc3n2CCC3)c1 (stereo not drawn)	5	2.0	5	7	-1	0.4	-0.3	-1	90	-2
O=C(C1CC1)N1CCc2[nH]c3ccccc3c2C1	-9	5.8	-3	-2	6	-2.0	0.1	-1	90	-1
CCn1cc(C(=O)NCC2CCCO2)c(=O)c2cc(F)c(N3CCN(C)CC3)cc21 (stereo not drawn)	-7	0.0	-2	13	-4	-1.7	0.2	-6	98	6
O=C(NCC1(c2ccccc2)CCCC1)c1ccccc1	2	-2.3	6	8	-1	-1.8	0.0	2	84	3
COc1ccc(-n2nc(C(=O)NCc3ccco3)c3ccccc3c2=O)cc1	-6	-4.6	4	3	-6	-0.2	0.0	-2	103	7
CCN(CC)CCNC(=O)c1ccc(NC(=O)c2cn(-c3ccc(F)cc3)nc2-c2cccc(OC)c2)cc1	13	-0.7	11	-20	-6	-0.6	-0.5	-13	98	27
CCOC(=O)c1cc(-c2ccccc2)nn1CC1CC(c2cccnc2)=NO1 (stereo not drawn)	3	3.4	1	9	0	-2.7	0.0	0	99	3
COc1cc(/C=C/c2nc3ccccc3c(=O)[nH]2)cc(Cl)c1O	-6	-0.6	10	1	2	2.9	-0.1	12	99	0
COc1ccc(N2Cc3ccc(OC)c(OC)c3C2=O)cc1	-4	-0.8	-6	-10	-1	0.0	-0.1	6	96	-17
COc1cccc(NC(=O)C2CCN(S(=O)(=O)c3ccccc3)CC2)c1	1	-0.4	-5	2	4	0.5	0.8	5	101	0
COc1ccc(CNC(=O)COC(=O)CO/N=C(\C)c2ccc3c(c2)OCO3)cc1	6	-0.4	1	1	4	-2.5	0.1	4	102	8
CC(C)NC(=O)c1ccc(-c2cccc(C(F)(F)F)c2)o1	-1	-0.8	1	0	-4	-0.1	0.2	-5	97	-1

By substructure: those above with bromine (2)
SMILES	ABHD5 PLIN5 PPI	hiPSC survival	MC4R antagonist	Cardio protect	Glyco luc inh	MC4R barr agon	aDG glyco act	m5-HT2A agonist	ABCB6 inh MLPCN	Granule exo inh
O=C(N/N=C/c1cc(Br)c(O)c(Br)c1)C1CC1	-1	0.6	8	1	1	0.2	0.1	0	99	-4
CCOc1cc(/C=C(/NC(C)=O)C(=O)O)cc(Cl)c1OCc1cccc(Br)c1	-2	1.0	10	7	1	-1.3	0.0	-1	93	-3

The list continues.
SMILES	ABHD5 PLIN5 PPI	hiPSC survival	MC4R antagonist	Cardio protect	Glyco luc inh	MC4R barr agon	aDG glyco act	m5-HT2A agonist	ABCB6 inh MLPCN	Granule exo inh
CSc1nc(N2CCN(C)CC2)c2c(c1C#N)CC(C)(C)OC2	4	-0.3	-6	10	2	-3.4	-0.1	-3	99	9
S=C1N(c2ccccc2)C(c2ccccc2)N2CCCN12 (stereo not drawn)	3	2.2	1	4	0	-0.3	-0.1	0	94	-2
CCn1c(=O)c([N+](=O)[O-])c(Cl)c2ccccc21	41*	-0.3	21	-15	?	-3.3	-0.1	-9	92	24
N#C/C(=C\c1cccc(O)c1)c1nc2ccccc2o1	12	0.2	-4	-2	2	-2.6	-0.2	0	92	-3
O=C(COC(=O)CNC(=O)c1cccc([N+](=O)[O-])c1)Nc1cccc(S(=O)(=O)N2CCCC2)c1	-1	-0.4	11	-8	1	-1.6	-0.1	-2	94	-3
CCOC(=O)Cc1csc(NC(=O)C2C3C=CC(C3)C2C(=O)O)n1 (stereo not drawn)	10	-3.7	-2	6	1	-1.1	-0.3	-4	89	0
Cc1ccc(-c2nnc(SCC(=O)N3CCCc4ccccc43)n2N)cc1	0	6.0	-3	-9	2	0.0	0.1	1	94	14
COc1cccc(-c2nc(C(N)=O)c3[nH]c(=O)n(-c4ccccc4)c3n2)c1OC	-4	-1.3	9	18	1	-1.8	1.1	5	98	-2
COC(=O)c1ccc(NS(=O)(=O)c2cc3c4c(c2)CCC(=O)N4CCC3)cc1	5	-0.4	6	-7	1	3.3	0.0	10	97	-7
CN(CCc1ccccc1)C(=O)CC1C(=O)NCCN1Cc1ccccn1 (stereo not drawn)	-1	-0.1	11	0	0	-0.6	-0.3	4	134	-3
CCOc1ccc(C(=O)c2cnc3ccccc3c2N2CCN(CC)CC2)cc1	4	-1.5	-4	0	-5	0.5	-0.1	-8	99	0
O=C(COC(=O)c1ccc2c(c1)OCO2)NCc1ccc2c(c1)OCO2	9	-0.6	-7	1	2	0.0	-0.4	0	98	2
CCOc1ccc(CCNC(=O)CCC(=O)Nc2ccc3nc(N4CCN(C)CC4)cc(C)c3c2)cc1OCC	1	-0.4	2	-4	-1	-1.5	0.1	-1	92	3
COc1ccc(CCn2c(C)cc(C(=O)CN3C(=O)C(=O)N(C4CCCC4)C3=O)c2C)cc1OC	-8	-0.4	6	2	-3	-2.2	0.3	-1	98	-17
C=CCNC(=O)c1ccccc1CCc1ccccc1	-7	0.2	11	3	0	-2.8	0.1	-7	99	-11
N#Cc1ccc(CN2CCN(C(=O)CNS(=O)(=O)c3ccc4c(c3)OCCCO4)CC2)cc1	-3	-0.3	1	0	0	2.5	0.1	15*	99	-3
CC(C)c1ccc(O)c(N)c1	0	1.0	4	19	0	0.5	-0.2	0	100	-1
C1=CC2CC1CC2CN1CCN(Cc2ccccc2)CC1 (stereo not drawn)	3	-6.1	1	4	0	3.5	0.3	-3	94	-1
O=C(c1ccc([N+](=O)[O-])cc1)N(c1ccccn1)c1ccccn1	-7	-0.7	3	-2	2	-2.4	0.2	9	102	1
Cc1ccc(S(=O)(=O)N2[C@@H](Cc3ccccc3)CO[C@H]2CC(=O)c2ccc(F)cc2)cc1	-11	nt	nt	nt	nt	nt	-0.2	-8	nt	-2
CC(NC(=O)CN1CCC(C(N)=O)CC1)c1ccccc1 (stereo not drawn)	-3	-0.9	-2	8	0	3.2	-0.2	10	99	1
COc1ccc(CCN2C(=S)N(C)C(=O)C2CC(=O)Nc2ccc(F)cc2)cc1 (stereo not drawn)	0	-0.6	9	-5	-1	2.2	-0.1	-3	94	4
COc1cc(Cl)cc(CN2CCC(CCC(=O)NC3CC3)CC2)c1OC	6	-0.1	-3	7	3	-1.7	-0.1	0	98	-5
CCN(CC(=O)Nc1c(F)cccc1F)C(=O)C(C)SCc1nc2sc(C)c(C)c2c(=O)[nH]1 (stereo not drawn)	-1	-0.1	7	17	nt	-3.2	0.0	0	94	3
CCN(CC)C(=O)CSc1nnc(-c2ccccc2)c(-c2ccccc2)n1	7	3.3	-4	-3	-4	-0.9	0.0	5	99	0
O=C(C1CCCN(S(=O)(=O)c2ccccc2)C1)N1CCN(c2ccc(F)cc2)CC1 (stereo not drawn)	1	-0.5	5	-1	-3	-2.2	0.3	-6	101	-8
CC(=O)Nc1ccc(-c2csc(Nc3cccc(C)n3)n2)cc1	16	-0.4	1	2	0	0.1	-0.2	0	91	-2
Cc1ccc(C)c(N(CC(=O)N/N=C/c2ccc(-c3ccc([N+](=O)[O-])cc3)o2)S(=O)(=O)c2ccccc2)c1	5	-0.5	5	0	-7	0.3	-0.1	0	101	-2
CC(=O)CSc1nc2ccc(Nc3nc(N4CCOCC4)nc(N4CCOCC4)n3)cc2s1	-6	3.3	2	-1	0	-1.3	-0.1	-1	85	-4
COc1ccc([N+](=O)[O-])cc1N(CC(=O)Nc1ccccc1C(=O)N1CCCC1)S(C)(=O)=O	0	-1.0	3	-2	-2	-0.4	-0.1	1	94	-1
COc1ccccc1NC(=O)NCc1nc(-c2ccc(C(F)(F)F)cc2)no1	-11	0.0	10	-4	-2	8.5*	0.1	-5	105	-4
O=C(O)Cc1ccc2c(c1)Cc1cccnc1O2	1	-2.0	13	-6	1	-0.7	0.0	2	101	2
O=C(CSC1=NCCS1)N1CCN(c2ccc(Cl)cc2)CC1	-1	-1.7	3	-4	-1	-1.4	0.5	-1	92	4
O=S(=O)(c1cccc(Cl)c1)N1CN(CC2CCCO2)c2nc3ccccc3nc21 (stereo not drawn)	-5	-0.5	-3	-2	0	-0.5	-0.1	-1	94	0
O=S(=O)(c1ccc(OCC(O)CN2CCCCC2)cc1)N1CCOCC1 (stereo not drawn)	-5	1.4	9	5	3	1.6	-0.2	6	94	0
Cc1ccc(S(=O)(=O)N(CC(=O)N2CCCCC2)c2cccc(C)c2)cc1	-6	-3.7	10	-11	-1	-0.5	0.1	0	104	-11
CC1(C(=O)NS(=O)(=O)c2cccs2)CCN1C(=O)C1(c2ccc(Cl)cc2)CC1 (stereo not drawn)	0	-4.4	0	-3	3	-0.3	-0.2	1	102	-23
O=C(c1ccc2ccccc2c1)C1CCCN(S(=O)(=O)c2cccnc2)C1 (stereo not drawn)	3	1.8	-2	-13	-4	-0.6	0.6	5	89	0
CCOC(=O)CSc1nnc(C)c(=O)[nH]1	-2	4.3	4	-1	1	-1.4	-0.1	-1	99	-4
Cc1cc(C)cc(-n2c(C)cc(/C=N/NC(=O)CSc3ncccn3)c2C)c1	-6	-4.3	2	0	0	-0.8	0.1	-2	99	5
COc1ccc(Cc2nnc(Nc3ccccc3)s2)cc1Br	-16	0.5	8	-7	0	5.0	0.5	-5	109	-11
COc1ccc(C(=O)N2CCN(CCNC(=O)C(=O)Nc3ccc(F)cc3)CC2)cc1OC	7	-0.5	13	0	4	-1.0	0.1	7	98	35
Cc1ccsc1/C=N/N1CCN(Cc2ccccc2)CC1	-11	-0.1	-5	-8	2	-3.1	-0.2	-5	104	-4
CCc1nc(SCC(=O)N2CCCc3ccccc32)c2oc3ccccc3c2n1	5	-0.1	-3	-16	-5	-2.2	-0.1	2	92	47
